# AMA1 RON2 block = disrupts binding of P. falciparum AMA1 to RON2. AlphaScreen AMA1-biotinylated RON2 peptide binding. Potency, µM (highest dose often 58.2 µM), for the others: top-dose activity change, negative = inhibition, hits mostly inhibitors. 0.2% of 360,000 active;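 note: potency is the fitted concentration of half-maximal effect; 0% = vehicle wells and -100% = peptide control; nearly all actives have a fitted effect of over 45% in size; some results filed as inactive show a strong effect at the top dose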
#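 AMA1 (3D7) with his tag at 25 nM final met compounds first, then biotinylated RON2 peptide at 25 nM; detection used donor plus acceptor beads, 10 µg/mL apiece, read by AlphaScreen after 30 min at room temperature.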
# AmpC no deterg = AmpC beta-lactamase inhibition without detergent; Potency, µM (doses to about 57.1 µM), for the others: at the top dose activity change, negative = inhibition, actives largely listed as inhibitors; 0.52% of 330,000 active; AID 485341; AmpC nitrocefin hydrolysis, absorbance 480 nm, 0.0001% Triton; P00811;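 note: potency is the fitted concentration of half-maximal effect; plate controls were no compound for no effect and no enzyme for full effect; nearly all actives have a fitted effect of over 20% in size; some results filed as inactive show a strong effect at the top dose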
# Target sequence (P00811 whole entry, looked up): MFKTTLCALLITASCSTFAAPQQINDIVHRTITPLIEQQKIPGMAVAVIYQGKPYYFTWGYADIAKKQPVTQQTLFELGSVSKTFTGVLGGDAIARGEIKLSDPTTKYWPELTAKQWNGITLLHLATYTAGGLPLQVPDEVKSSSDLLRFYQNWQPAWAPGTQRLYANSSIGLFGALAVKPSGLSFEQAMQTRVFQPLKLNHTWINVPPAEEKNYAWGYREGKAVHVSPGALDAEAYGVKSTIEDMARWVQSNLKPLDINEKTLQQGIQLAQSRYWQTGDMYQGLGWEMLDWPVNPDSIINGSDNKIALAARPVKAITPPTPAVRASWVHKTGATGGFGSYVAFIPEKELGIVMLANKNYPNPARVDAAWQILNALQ
#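 AmpC (5.3 nM in the dispensed reagent) in 20 mM phosphate pH 7.0 with 0.01% (detergent screen) or 0.0001% Triton X-100 was preincubated with compounds for 15 min at room temperature. Nitrocefin was then added from an 800 uM solution, and hydrolysis was followed at 480 nm.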
# FBPA Giardia inh = Giardia lamblia aldolase inhibition. A8B2U2. purified Giardia FBPA. Potency, µM (top dose mostly 59.6 µM), without a hit: top-dose activity, negative = inhibition, hits mostly inhibitors. 0.71% of 290,000 active. AID 2451; note: potency is the fitted concentration of half-maximal effect; nearly all actives have a fitted effect of over 55% in size
# Target sequence (A8B2U2 whole entry, looked up): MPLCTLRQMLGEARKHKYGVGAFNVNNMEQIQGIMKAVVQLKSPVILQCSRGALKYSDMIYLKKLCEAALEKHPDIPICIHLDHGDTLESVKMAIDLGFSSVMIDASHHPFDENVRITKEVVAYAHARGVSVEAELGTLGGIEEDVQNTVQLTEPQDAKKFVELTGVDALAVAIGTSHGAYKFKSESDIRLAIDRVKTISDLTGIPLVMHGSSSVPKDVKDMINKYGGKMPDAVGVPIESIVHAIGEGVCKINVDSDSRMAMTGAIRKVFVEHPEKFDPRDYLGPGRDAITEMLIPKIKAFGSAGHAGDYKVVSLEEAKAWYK
#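 Giardia FBPA (40 nM reagent) was preincubated 10 min at RT with compound (up to 57.5 uM final), then substrate plus GAPDH/TPI/NAD/arsenate coupling system with diaphorase/resazurin was added; resorufin fluorescence (525/598 nm) was read after 20 min.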
# HCMV antiviral = human cytomegalovirus inhibition; activity change, negative = inhibition, % at 57.5 µM; 4.5% of 410,000 active; HFF cells, HCMV-luciferase reporter, 72 h; hits give low values; in the data active = activity change below about -60%; inconclusive = no clear call, values can overlap the other calls; inactive = above about -39%
#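 Human foreskin fibroblasts infected with luciferase-reporter HCMV at MOI 1 PFU/cell, compounds at two doses. Luciferase measured 72 h post infection; normalized to buffer-only basal and Salinomycin (10uM) controls.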
# Sm TGR block = blocks Schistosoma mansoni thioredoxin glutathione reductase; Q962Y6; purified TGR, DTNB reduction, TNB absorbance 405 nm; Potency, µM (top dose mostly 114 µM), without a hit: at the top dose activity change, negative = inhibition, usual class: inhibitors; 3% of 360,000 active; note: potency is the fitted concentration of half-maximal effect; nearly all actives have a fitted effect of over 60% in size
#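 First, TGR (20 nM dispensed) and NADPH were mixed with compound. Second, a 15 min room-temperature incubation followed. Third, further NADPH and then DTNB were added to start the reaction. Finally, TNB absorbance was monitored kinetically.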
# AmpC inh detg = AmpC beta-lactamase inhibition with detergent present | P00811 | AmpC hydrolysis of nitrocefin, absorbance 480 nm, 0.01% Triton | Potency, µM (series often up to 114 µM), for the others: at the highest dose activity change, negative = inhibition, most hits filed as inhibitors | 0.041% of 370,000 active | AID 485294;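 note: potency is the fitted concentration of half-maximal effect; 0% = no-compound wells and -100% = no-enzyme wells; nearly all actives have a fitted effect of over 25% in size; some results filed as inactive show a strong effect at the top dose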
#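 AmpC (5.3 nM in the dispensed reagent) in 20 mM phosphate pH 7.0 with 0.01% (detergent screen) or 0.0001% Triton X-100 was preincubated with compounds for 15 min at room temperature. Nitrocefin was then added from an 800 uM solution, and hydrolysis was followed at 480 nm.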
# Active calls of the source: *; ? = inconclusive; nt = not tested or not shown; [ ] = dose if it differs, or a comment. Unless noted, calls come from the whole dose curve; as a rule, active = well fitted curve in the direction sought with a large enough effect; inconclusive = small, poorly fitted or top-dose-only effect, or another doubt; inactive = no such curve, though single readings can be large; an effect the other way counts as inactive or inconclusive. Unless noted, % is set by controls: 0 for no effect and ±100 for the full control effect. Hits appear at their usual frequency. About 7.8% of those tested had a hit in this group.
item | structure | AMA1 RON2 block | AmpC no deterg | FBPA Giardia inh | HCMV antiviral | Sm TGR block | AmpC inh detg
1 | Cc1ccc(NC2c3ncccc3C(=O)N2Cc2ccc(F)cc2)cc1 (stereo not drawn) | -5% | 32% | 6% | -10 | -7% | -7%
2 | O=C(O)CN1C(=O)/C(=C\c2cccc(OCc3ccc(F)cc3)c2)SC1=S | -15% | -13% | 21% | -12 | -10% | -7%
3 | CCOc1ccc2nc(NC(=O)C3CCCN(S(=O)(=O)c4cccs4)C3)sc2c1 (stereo not drawn) | -20% | -43% | -5% | -24 | 6% | ?
4 | Cc1ccc(C(CNC(=O)c2ccc(Br)o2)N2CCN(C)CC2)cc1 (stereo not drawn) | 12% | -2% | nt | ? | 2% | -7%
5 | CCC1CCCCN1Cc1nc2c(c(=O)n(C)c(=O)n2C)n1Cc1cccc2ccccc12 (stereo not drawn) | -1% | -3% | 2% | nt | 0% | ?
6 | c1ccc(Nc2scc(-c3ccccc3)[n+]2Cc2ccco2)cc1 | ? | -19% | -16% | 20 | 40µM* | 5%
7 | NC(=S)NNC(=O)c1cccc(Br)c1 | nt | -28% | -8% | nt | 4% | 4%
8 | Cc1cccc(CSc2nnc(NC(=O)CSc3nnc(C)s3)s2)c1 | 1% | -26% | nt | 40 | 0% | -3%
9 | CCOC(CC(=O)NNC(=O)c1c(-c2c(Cl)cccc2Cl)noc1C)OCC | 1% | -8% | -2% | 9 | 0% | -8%
10 | O=Cc1cccc(Oc2ccc([N+](=O)[O-])cc2[N+](=O)[O-])c1 | -9% | -14% | -29% | ? | 45µM* | ?
11 | COC(=O)C1=Cc2cc(OC)cc([N+](=O)[O-])c2OC1N1CCOCC1 (stereo not drawn) | -3% | -16% | -7% | -16 | 0% | -13%
12 | O=C(CSc1ccc(-c2ccccn2)nn1)N1CCCC1 | -13% | -17% | ? | 3 | -7% | 3%
13 | NC1=NC(=O)C(Cc2cccc(Cl)c2)S1 (stereo not drawn) | 13% | -18% | 0% | 5 | 4% | -15%
14 | CCOc1ccc(-c2c(C)nn3c(C)c(C(=O)NCc4cccc(OC)c4)cnc23)cc1OCC | nt | nt | nt | -10 | -9% | -8%
15 | Nn1c(-c2ccccc2)cc(-c2ccccc2)cc1=O | 35%[activator] | 16% | nt | -20 | -21% | -12%
16 | Cc1cc(Nc2cccc(Cl)c2)n2ncnc2n1 | 30%[activator] | -12% | 1% | 21 | -3% | ?
17 | Cc1cccc(CN2C(=O)c3ccccc3S(=O)(=O)c3ccc(C(=O)N4CCCC4)cc32)c1 | nt | nt | nt | -18 | 8% | ?
18 | CC(C)c1ccc(NC(=O)c2cn(C3CCCC3)c(=O)c3c2c2ccccc2n3C)cc1 | nt | nt | nt | -8 | 3% | -7%
19 | COc1ccc(CCNC(=O)c2c(Cl)ccc(Cl)c2OC)cc1OC | 0% | -13% | 12% | 20 | -7% | -11%
20 | CCOC(=O)C1CCCN(S(=O)(=O)c2csc(C(N)=O)c2)C1 (stereo not drawn) | nt | nt | nt | -4 | 1% | 11%
21 | Cc1ccc(C(=O)CN(CCCC(N)=O)C(=O)c2ccncc2)cc1 | 13% | -3% | nt | -16 | -20% | -1%
22 | O=C(Cn1c(-c2cccs2)cc2ccccc21)NCCCN1CCN(c2ccccc2F)CC1 | nt | nt | nt | -68* | 22% | 9%
23 | C[C@H](CO)N1C[C@H](C)[C@@H](CN(C)Cc2ccc(Cl)c(Cl)c2)Oc2c(NC(=O)CCC(F)(F)F)cccc2C1=O | -2% | 217%[activator] | nt | -27 | nt | nt
24 | O=C(Nc1ccc(F)c(Cl)c1)N1CCC2(CC1)Oc1ccccc1C(=O)N2Cc1ccccc1F | nt | nt | nt | 22 | 3% | 18%
25 | Cc1c(C(=O)NC(C)C)oc2c1-c1[nH]ncc1CC2 | -1% | -25% | ? | 18 | -35% | -10%

# Going on with the list:
item | structure | AMA1 RON2 block | AmpC no deterg | FBPA Giardia inh | HCMV antiviral | Sm TGR block | AmpC inh detg
26 | NC(=O)c1cccc(S(=O)(=O)N2CCCCC2)c1 | -3% | -14% | -2% | 22 | 0% | 0%
27 | COCCNC(=O)COc1ccc(N(C)S(=O)(=O)c2ccc3ccccc3c2)cc1 | -10% | 171%[activator] | 1% | 96 | -11% | -9%
28 | COc1ccc(C2CC(c3ccccc3)=NN2C(=O)COC(=O)c2cccc(N)c2)cc1 (stereo not drawn) | -16% | -3% | nt | 41 | nt | nt
29 | COc1ccc(C2(C(=O)NCCCN3CCOCC3)CCOCC2)cc1 | -3% | -5% | -1% | 21 | 12% | -10%
30 | Cc1nnc(-c2cccc(Br)c2)c2cn(-c3ccc(Br)cc3)nc12 | -14% | -40% | -1% | -73* | 0% | -7%
31 | Cc1[nH]n(-c2ccccc2)c(=O)c1N=Nc1ccccc1 | ? | -12% | -25% | 75 | nt | 3%
32 | CCCCc1ccc(NC(=O)C(=O)NCCN2CCN(C(=O)c3ccc([N+](=O)[O-])cc3)CC2)cc1 | -7% | 5% | -2% | -7 | 10% | 1%
33 | CCN(CC)c1ccc(C(=O)NCc2ccc3c(c2)CCN3C(=O)c2ccccc2)cc1 | nt | nt | nt | -14 | 5% | 3%
34 | COc1ccc(/C=C2\SC(=S)N(CCC(=O)Nc3cccc(O)c3)C2=O)cc1OC | -4% | -22% | 11% | -24 | 3% | 3%
35 | COc1cc(C2c3[nH]c4ccccc4c3C[C@H]3C(=O)N(C4CC4)CC(=O)N23)ccc1OC(C)C (stereo partly drawn) | -8% | 148%[activator] | 16% | 5 | -3% | -7%
36 | CC1CC(C(F)(F)F)n2nc(C(=O)O)cc2N1 (stereo not drawn) | 6% | -18% | -5% | -12 | 1% | -1%
37 | CCn1c(=O)cc(OCC(=O)Nc2ccccc2C#N)c2ccccc21 | -15% | nt | 7% | 24 | -1% | ?
38 | COc1cccc(-c2csc(NC(=O)Oc3ccccc3)n2)c1 | 0% | -23% | -4% | 36 | ? | 0%
39 | COc1ccc(NC(=O)Oc2ccccc2)cc1Cl | 11% | -8% | 1% | -10 | -16% | -4%
40 | C=CCn1c(SCc2c(F)c(F)c(F)c(F)c2F)nc(O)cc1=O | 9% | -29% | 14% | -17 | -29% | ?
41 | O=C(NCc1ccon1)c1ccc(OC2CCN(CCc3ccccc3)CC2)cc1 | 7% | -6% | 4% | -21 | 0%[57.1 µM] | -1%
42 | O=C(Nc1ccccc1)c1cn2ccccc2n1 | -7% | 7% | -4% | -28 | 7% | -8%
43 | CC(C)CNC(=O)COc1ncnc2sccc12 | 7% | -17% | -3% | -37 | -3% | 3%
44 | O=C(COC(=O)CC12CC3CC(CC(C3)C1)C2)Nc1cccnc1Cl | -3% | -40%[2.29 µM] | -1% | -10 | -1% | -10%
45 | CCc1ccc(OCC(=O)N2CCN(CCc3ccncc3)CC2)cc1 | nt | nt | nt | 60 | -27% | 1%
46 | CCN(C(=O)c1cc2c(Cl)nc3ccccc3c2s1)c1cccc(Cl)c1 | nt | nt | nt | -12 | -2% | -11%
47 | Cc1nc2ccc(S(=O)(=O)CCC(=O)Nc3ccc(C(C)C)cc3)cc2s1 | nt | nt | nt | -23 | 0% | -3%
48 | COc1ccc(C)cc1NC(=O)COC(=O)c1ccc2c(c1)OCCO2 | -8% | -17% | nt | -14 | 4% | -3%
49 | COc1ccc(N2C(=O)CSCC2=O)cc1OC | -1% | -13% | 4% | 24 | -4% | 9%
50 | CC1CCN(S(=O)(=O)c2cn(CC(=O)Nc3ccc(F)c(Cl)c3)c(=O)c3ccccc23)CC1 | nt | nt | nt | -63* | 40%[activator] | 19%

# Carrying on:
item | structure | AMA1 RON2 block | AmpC no deterg | FBPA Giardia inh | HCMV antiviral | Sm TGR block | AmpC inh detg
51 | Cn1cc(CN2CCCC(C(=O)c3nccn3C)C2)c(-c2cccc(Cl)c2)n1 (stereo not drawn) | 7% | 53% | 6% | -9 | -5% | 10%
52 | COc1ccccc1N(CC(=O)NCc1ccc2c(c1)OCO2)C(=O)CCC(=O)Nc1nccs1 | -9% | -6% | 2% | 8 | 3% | 4%
53 | Cc1nc(-c2ccccc2)sc1C1(C)CC(c2ccc([N+](=O)[O-])cc2)=NO1 (stereo not drawn) | -23% | 1% | -5% | -10 | ? | -3%
54 | COC(=O)c1ccccc1NC(=O)CN1CCC(n2nnc3cc(C)ccc32)CC1 | nt | 0% | -4% | nt | 2% | ?
55 | CC1CCCCC1NC(=O)COCc1cc(-c2cccs2)on1 (stereo not drawn) | 14% | 55% | 13% | -36 | ? | 5%
56 | CCCCS(=O)(=O)Nc1ccc(Cc2ccncc2)cc1 | ? | -16% | 5% | -37 | -6% | 4%
57 | O=C(c1ccncc1)c1ccc([N+](=O)[O-])cc1 | -3% | -11% | -2% | 1 | nt | 8%
58 | O=C(NCCCN1CCN(c2ccccc2)CC1)c1cc2c(s1)-c1ccccc1OC2 | nt | nt | nt | ? | -7% | -1%
59 | O=c1[nH]cnc2c1C1(CCCC1)Cc1ccccc1-2 | 3% | -4% | -20% | 5 | -4% | -11%
60 | CCOc1ncccc1C(=O)N(C)CC1COc2ccccc2O1 (stereo not drawn) | 1% | -5% | 4% | -27 | -1% | -7%
61 | Cc1ccc(/C=C2\SC(=S)N(Cc3ccccc3)C2=O)o1 | -4% | -13% | -20% | ? | ? | 3%
62 | COc1cccc(-n2nnc3c(=O)n(Cc4ccc(Cl)cc4)cnc32)c1 | 4% | -26% | 5% | 7 | -23% | -12%
63 | COC(=O)CN(c1ccc(OCc2ccccc2)cc1)S(C)(=O)=O | -1% | -5%[2.29 µM] | 0% | -23 | -20% | -12%
64 | CC(=O)Nc1nc2ccccc2n1CCN(C)C | 6% | -34% | 15% | 110 | 1% | -14%
65 | CCn1c(SCC(=O)Nc2sc(C)c(C)c2C#N)nnc1C1CC1 | -10% | 10% | -4% | -6 | 2% | -4%
66 | O=[N+]([O-])c1ccc(S(=O)(=O)NCC(c2cccnc2)N2CCc3ccccc3C2)cc1 (stereo not drawn) | -10% | -5% | nt | -14 | -1% | ?
